Screens: PubChem, National Center for Advancing Translational Sciences (NCATS)
GAA inhib: qHTS Assay for Inhibitors of Human alpha-Glucosidase as a Potential Chaperone Treatment of Pompe Disease; Lysosomal alpha-glucosidase (Homo sapiens), P10253; Potency, µM (series often up to 76.9 µM), without a hit: at the top dose activity change, negative = inhibition, most hits filed as inhibitors; 200,000 compounds, 0.005% hits; purified human GAA, 4-MU-alpha-glucoside fluorescence; AID 1466, 2008;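 also: potency is read from the fitted curve at half-maximal effect; plate controls were uninhibited enzyme wells for no effect and no-enzyme background for full effect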
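AC50 values come from Hill fits of compound titrations (up to 77 uM) against 4 nM human enzyme. Substrate 4-methylumbelliferyl-alpha-D-pyranoside at 400 uM, pH 5.0 citrate buffer, 20 min room temperature; fluorescence Ex 365/Em 440 after alkaline stop.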
GAA glycogen: qHTS Assay for Inhibitors and Activators of Human alpha-Glucosidase Cleavage of Glycogen. Lysosomal alpha-glucosidase (Homo sapiens), P10253. recombinant GAA, glycogen substrate, Amplex Red glucose oxidase fluorescence. 300,000 compounds, 0.38% hits. Potency, µM (doses to about 76.4 µM), inactives show at the top dose activity change, negative = inhibition, hits mostly inhibitors. AID 2100, 2009;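 also: potency is read from the fitted curve at half-maximal effect; 0% = full enzyme reaction and -100% = no-enzyme basal signal; the screen sought inhibitors and activators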
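Recombinant human alpha-glucosidase (4 nM final) hydrolysed bovine liver glycogen (30 ug) for 40 min at 37 C in pH 5.0 citrate/phosphate with 0.01% Tween-20. Released glucose detected by glucose oxidase/Amplex Red, Ex 573/Em 610 nm. Compounds up to 77 uM; AC50 from Hill fits.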
Lamin A splicing: qHTS Assay for Modulators of Lamin A Splicing; HeLa LMNA splicing GFP/RFP minigene ratio, 48 h; Potency, µM (titrated, usually from 46.1 µM), for the others: at the highest dose ratio change, negative = inhibition, actives largely listed as inhibitors; 200,000 compounds, 0.01% hits; active = well fitted inhibition curve with a large enough effect in the signal ratio, with a control signal flat, not every such curve was filed as active; inconclusive = small, poorly fitted or top-dose-only effect, or effect the other way, or a change in a side signal; the % refers to the signal ratio; also: potency is read from the fitted curve at half-maximal effect; % is scaled to controls: 0 for no effect and ±100 for the full control effect
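Read-out is the ratio of GFP to DsRed2 object intensity, acquired by 488 nm laser-scanning cytometry on HeLa lamin A-EGFP minigene reporter cells. Compound incubation 48 hrs at 37 °C in Opti-MEM with 2% FBS; DMSO 0.5% final.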
HTT cytoprotect: qHTS Multiplex Assay to Identify Dual Action Probes in a Cell Model of Huntington: Cytoprotection (ATP); PC12 HTT-Q103 induced, cytoprotection, ATP luminescence, 40 h; Potency, µM (top dose mostly 56.4 µM), for inactives: cytoprotection (ATP increase), usual class: activators; 230,000 compounds, 0.14% hits;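 also: potency is read from the fitted curve at half-maximal effect; % of control where 0% means no effect; nearly all actives have a fitted effect of over 45% in size; toxic huntingtin expression switched on by the ecdysone agonist tebufenozide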
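Compounds added alongside 100 nM tebufenozide, which induces toxic Q103 huntingtin exon 1-GFP in stable PC12 cells; surviving cells quantified by luminescent ATP measurement. Medium: phenol red-free DMEM, 5% equine and 5% calf serum.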
CBFb RUNX1 block: qHTS Assay for Compounds Blocking the Interaction Between CBF-beta and RUNX1 for the Treatment of Acute Myeloid Leukemia. AlphaScreen CBFb-His/RUNX1-biotin binding, biochemical. 230,000 tested, under 10 active. Potency, µM (series often up to 59.8 µM), inactives show at the top dose activity, negative = inhibition, most hits filed as inhibitors. Runt-related transcription factor 1 (Homo sapiens) + Core-binding factor subunit beta …; also: % of control where 0% means no effect
Target sequence (Q01196 whole entry, looked up): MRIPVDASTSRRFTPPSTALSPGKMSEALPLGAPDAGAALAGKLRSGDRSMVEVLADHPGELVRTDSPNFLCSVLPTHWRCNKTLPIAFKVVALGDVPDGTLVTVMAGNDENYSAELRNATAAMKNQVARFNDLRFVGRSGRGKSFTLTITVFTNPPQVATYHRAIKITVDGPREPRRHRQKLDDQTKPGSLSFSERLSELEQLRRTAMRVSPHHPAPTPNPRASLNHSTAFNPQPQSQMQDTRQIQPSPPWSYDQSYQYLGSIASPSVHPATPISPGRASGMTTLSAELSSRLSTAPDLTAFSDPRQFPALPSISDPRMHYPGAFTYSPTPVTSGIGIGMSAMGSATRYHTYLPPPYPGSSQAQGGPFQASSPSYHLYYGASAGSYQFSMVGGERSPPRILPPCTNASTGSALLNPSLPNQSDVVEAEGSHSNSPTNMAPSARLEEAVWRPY
Target sequence (Q13951 whole entry, looked up): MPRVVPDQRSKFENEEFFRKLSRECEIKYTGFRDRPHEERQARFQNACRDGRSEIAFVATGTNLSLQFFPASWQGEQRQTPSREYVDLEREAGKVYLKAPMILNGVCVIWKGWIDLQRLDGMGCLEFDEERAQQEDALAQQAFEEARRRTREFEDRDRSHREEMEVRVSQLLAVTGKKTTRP
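Read-out: AlphaScreen. Format: His-CBF-beta with biotinylated RUNX1 (30 nM each) preincubated 20 min, compound 15 min, Ni-chelate plus streptavidin beads 90 min; room temperature throughout.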
GAA spleen mod: qHTS Assay for Inhibitors and Activators of Human alpha-Glucosidase From Spleen Homogenate; human spleen homogenate, 4-MU-alpha-glucoside fluorescence; Potency, µM (highest dose often 79.9 µM), for the others: at the highest dose activity change, negative = inhibition, most hits filed as inhibitors; 240,000 compounds, 0.006% hits; AID 2112, 2009; Lysosomal alpha-glucosidase (Homo sapiens), P10253;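 also: potency is read from the fitted curve at half-maximal effect; 0% = enzyme with vehicle and -100% = no enzyme basal signal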
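Human spleen homogenate (1 ug) with 4-methylumbelliferyl-alpha-D-glucopyranoside (1 mM final) in 50 mM citrate/phosphate pH 5.0, 0.01% Tween-20; 40 min at 37 C. Stopped at pH 10; 4-MU fluorescence Ex 365/Em 440 nm; AC50 by Hill fit.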
HTT aggregate: qHTS Multiplex Assay to Identify Dual Action Probes in a Cell Model of Huntington: Aggregate Formation (GFP); AID 1688, 2009; 220,000 compounds, 1.1% hits; PC12 HttQ103-GFP aggregates, Acumen cytometry, 40 h; Potency, µM (titrated, usually from 46.1 µM), inactives show top-dose activity change, negative = inhibition, usual class: inhibitors; also: potency is read from the fitted curve at half-maximal effect; % is scaled to controls: 0 for no effect and ±100 for the full control effect; nearly all actives have a fitted effect of over 60% in size
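Read-out: GFP aggregate count by laser scanning cytometer (488 nm excitation, 500-530 nm emission, 1–25 µm objects >6 SD above background). Cells: PC12, inducible HTTex1-Q103-GFP, 100 nM tebufenozide; compounds titrated.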
An asterisk follows results filed as active; ? = inconclusive; / = not tested or not shown; [ ] = another dose, or the depositor's remark. Unless noted, calls follow the shape of the dose curve; as a rule, active = well fitted curve in the direction sought with a large enough effect; inconclusive = small, poorly fitted or top-dose-only effect, or another doubt; inactive = no such curve, though single readings can be large; an effect the other way counts as inactive or inconclusive.

Values run as follows: GAA inhib | HTT aggregate | GAA spleen mod | CBFb RUNX1 block | Lamin A splicing | GAA glycogen | HTT cytoprotect
O=C(Nc1cccc(NC(=O)c2ccccc2[N+](=O)[O-])n1)c1ccccc1[N+](=O)[O-]
    0% | -8% | -11% | 1% | 15% | -3% | -47%[inhibitor]
CC(=O)N1CCC(N(CCN2CCOCC2)C(=S)Nc2cc(C)ccc2C)CC1
    3% | 1% | -2% | 4% | -9% | 1% | 20%[10 µM]
O=C(CSc1nnc(-c2ccncc2)n1-c1ccccc1)Nc1ccc(C(=O)O)cc1
    2% | 18% | 9% | -6% | / | 7% | -9%
CN(C)c1ccc(N/C(=N\S(=O)(=O)c2cccs2)c2ccccc2)cc1
    0% | -15% | -5% | -4% | -8% | 3% | 8%[10 µM]
Cc1ccc(C(=O)N/C(=C/c2cccnc2)C(=O)NCc2ccco2)cc1
    9% | 15% | -13% | 7% | -6% | -4% | 9%[10 µM]
CC1(C)SC(=S)N(/N=C/c2cccnc2)C1N(O)C(=O)Nc1ccccc1 (centres undefined)
    / | -19%[9.22 µM] | -2% | 8% | / | ? | 15%[10 µM]
CCN1CCN(Cc2ccc(NC(=O)c3cc(NC(=O)c4nccnc4N)cc(OC)c3)cc2C(F)(F)F)CC1
    / | -1%[9.22 µM] | -1% | 12% | / | 1% | -12%[10 µM]
CCOc1ccc(CCNC(=O)C2CCN(S(=O)(=O)N3CCCCC3)CC2)cc1OCC
    0% | -20% | -2% | 2% | 0% | -4% | /
COc1ccc(-c2nc(-c3cccs3)c(-c3cccs3)[nH]2)cc1OC
    -6% | ? | -2% | -15% | ? | -5% | -83%[inhibitor]
COc1ccccc1CNc1nc(-c2ccccc2OC)nc2ccccc12
    / | / | -2% | / | ? | / | -55%[inhibitor]
COc1ccccc1OCc1nc2ccccc2[nH]1
    0% | -22% | 6% | 4% | -13% | -20% | 0%[10 µM]
CCCN(CCC)C(=O)Cc1ccc(F)cc1
    -5% | 19% | -7% | -11% | / | 0% | -18%
Cc1ccc(-c2nc3ccc([N+](=O)[O-])cc3[nH]2)cc1
    -4% | 10µM* | -2% | -1% | / | -3% | -13%[10 µM]
CCOc1ccc(C(=O)N/N=C/c2cc([N+](=O)[O-])cs2)cc1
    -4% | -7% | -2% | -1% | ? | -7% | -36%[inhibitor]
Cc1cc(Cl)ccc1OCCCC(=O)Nc1cccnc1
    -6% | 5% | 0% | 6% | ? | -4% | -11%
CCN1C(=C(C#N)C#N)C=Cc2cc(C)ccc21
    -11% | -22% | 3% | 15% | / | 9% | 23%
CCOC(=O)c1ccc(NC(=O)c2c(C)[nH]c(C(=O)OCC)c2C)cc1
    -2% | ? | -7% | 1% | 1% | -7% | -7%
CCOC(=O)N1CCN(S(=O)(=O)c2ccc3c(c2)OCC(=O)N3)CC1
    -5% | 5% | -2% | -2% | ? | 1% | 1%[0.074 µM]
COc1cccc(-n2nnnc2SCC(=O)Nc2ccc(C(C)=O)cc2)c1
    0% | -2% | -7% | 3% | -4% | 6% | 3%[10 µM]
COc1ccc(C(=O)N2CCN(S(=O)(=O)c3ccccc3)CC2)c(OC)c1
    -18% | ? | -14% | 10% | 0% | -19% | -4%
COC(=O)c1ccc(CN2C(=O)NC3(CCCCC3C)C2=O)o1 (centres undefined)
    -4% | -11% | -4% | -6% | 1% | 5% | 11%
CCS(=O)(=O)n1nc(-c2ccco2)nc1SC
    -11% | -21% | 0% | 4% | 9% | -4% | -8%[10 µM]
CCOCCOC(=O)c1[nH]c2c(c1C)C(=O)CC(c1cccs1)C2 (centres undefined)
    1% | 33% | 0% | -4% | 4%[9.22 µM] | 4% | -118%[inhibitor]
CCOC(=O)c1c(-c2ccccc2)oc2ccc(O)c(CN3CCOCC3)c12
    -22% | -24% | -5% | 11% | ? | -6% | -24%
COc1nnc(-c2ccc(N3CCOCC3)c(NC(C)=O)c2)c2ccccc12
    -3% | 13% | -5% | 4% | -5% | 5% | -5%
O=C(Cn1cnc2ccccc21)NCCCN1CCOCC1
    -3% | -11% | 2% | 14% | -8% | 9% | 3%[0.074 µM]
Cc1cc2c(c(=O)n1Cc1ccc3c(c1)OCO3)C(c1cccnc1)C(C#N)=C(N)O2 (centres undefined)
    1% | 7% | -7% | -2% | 13% | -1% | -16%
C=CCn1c(SCC(=O)Nc2ccc(C)cc2C)nnc1-c1cccnc1
    -8% | 4%[9.22 µM] | 3% | 2% | 8% | 10% | -9%
CC#CC[N+](C)(C)CCCCCCCC
    / | -7%[9.22 µM] | 6% | 12% | / | 7% | 13%[10 µM]
O=c1c2ccccc2nc(/C=C/c2ccc3c(c2)OCO3)n1CCCO
    11% | 12%[9.22 µM] | -3% | 5% | -21%[46 µM] | 14% | -1%[10 µM]
Cc1ccc2cc([N+](=O)[O-])ccc2n1
    / | -6%[9.22 µM] | -14% | 4% | / | 2% | 4%[10 µM]
CCOC(=O)Cn1nnc(-c2cc(OC)c(OC)c(OC)c2)n1
    -7% | 6% | / | 14% | / | 2% | -42%[inhibitor]
CCOC(=O)C(=O)c1c(C)cc2ccccn12
    -14% | ? | -7% | 13% | / | 4% | -6%[10 µM]
COc1ccc(S(=O)(=O)N(Cc2cc3ccc(OC)cc3[nH]c2=O)CC2COCCO2)cc1 (centres undefined)
    -6% | 18% | 1% | 6% | 3% | 4% | 0%
O=S(=O)(c1cc(Cl)ccc1Cl)N1CCCCC1
    -5% | -3% | 0% | 18% | 9% | -6% | -13%[10 µM]
Cn1c(N2CCOCC2)nc(-c2ccccc2)c1-c1ccccc1
    0% | 11% | 2% | -6% | 4% | -15% | -13%
O=C(CN1CCC(Cc2ccccc2)CC1)N1CCc2ccccc2C1
    -4% | -6% | -25% | -4% | -2%[46 µM] | 7% | -34%[inhibitor]
c1ccc(CSc2ncnc3sccc23)cc1
    3% | -2% | 2% | ? | 0%[46 µM] | 21% | -21%
COC(=O)c1ccc(CSc2nc3scc(-c4cccs4)c3c(=O)[nH]2)o1
    -5% | 25% | 7% | -24% | -4% | -6% | -4%[10 µM]
Cc1cc(C)nc(N2CCC(C(=O)Nc3nnc(C)s3)CC2)n1
    3% | 15% | 0% | 6% | -2% | 16% | -6%[10 µM]
COc1ccc(C2C(=O)c3ccccc3C2=O)c(OC)c1
    2% | 8% | -2% | -7% | 16% | -6% | -11%
CCc1ccc(N2CC(C)Cn3c2nc2c3c(=O)n(CCN3CCOCC3)c(=O)n2C)cc1 (centres undefined)
    2% | 3% | -8% | 6% | 0%[0.0737 µM] | 2% | -8%
S=C(Nc1ccc(Cl)cc1)NN1CCOCC1
    4% | ? | -16% | -3% | -8% | -13% | 13%[10 µM]
O=C(CSc1ccccn1)N/N=C/C=C/c1ccccc1
    3% | 5% | 0% | -8% | ? | 5% | 17%[10 µM]
Clc1ccc(-c2nnc(NC3=NCCCCC3)o2)cc1
    -1% | 3% | 3% | 5% | 3% | 5% | -146%[inhibitor][0.074 µM]
CCN(CC)S(=O)(=O)c1ccc(C(=O)Nc2nnc(C(C)C)s2)cc1
    -7% | -7% | 6% | 4% | ? | 3% | 4%[10 µM]
Cc1ccccc1C(=O)Nc1ccccc1N1CCCCC1
    ? | 6%[9.22 µM] | -4% | -2% | / | 5% | 15%[10 µM]
CCn1c(-c2csc(-c3ccccc3)n2)n[nH]c1=S
    9% | 7% | 1% | -5% | ? | -1% | -14%
COc1ccc([N+](=O)[O-])cc1NC(=O)COC(=O)c1ccccc1C(=O)c1ccccc1
    -6% | -19% | -7% | -6% | -6% | -2% | 1%[10 µM]
Cc1ccc(CNC(=O)CCCn2c(=O)[nH]c3ccccc3c2=O)cc1
    -6% | 1% | 8% | -1% | 8% | -3% | 1%

3 structures out of the list, sorted by molecular weight, low to high:
Values run as follows: GAA inhib | HTT aggregate | GAA spleen mod | CBFb RUNX1 block | Lamin A splicing | GAA glycogen | HTT cytoprotect
CCn1c(-c2csc(-c3ccccc3)n2)n[nH]c1=S
    9% | 7% | 1% | -5% | ? | -1% | -14%
Cc1ccccc1C(=O)Nc1ccccc1N1CCCCC1
    ? | 6%[9.22 µM] | -4% | -2% | / | 5% | 15%[10 µM]
CCN(CC)S(=O)(=O)c1ccc(C(=O)Nc2nnc(C(C)C)s2)cc1
    -7% | -7% | 6% | 4% | ? | 3% | 4%[10 µM]

In the list so far, five contain a furan ring, fused or not:
Values run as follows: GAA inhib | HTT aggregate | GAA spleen mod | CBFb RUNX1 block | Lamin A splicing | GAA glycogen | HTT cytoprotect
Cc1ccc(C(=O)N/C(=C/c2cccnc2)C(=O)NCc2ccco2)cc1
    9% | 15% | -13% | 7% | -6% | -4% | 9%[10 µM]
COC(=O)c1ccc(CN2C(=O)NC3(CCCCC3C)C2=O)o1 (centres undefined)
    -4% | -11% | -4% | -6% | 1% | 5% | 11%
CCS(=O)(=O)n1nc(-c2ccco2)nc1SC
    -11% | -21% | 0% | 4% | 9% | -4% | -8%[10 µM]
CCOC(=O)c1c(-c2ccccc2)oc2ccc(O)c(CN3CCOCC3)c12
    -22% | -24% | -5% | 11% | ? | -6% | -24%
COC(=O)c1ccc(CSc2nc3scc(-c4cccs4)c3c(=O)[nH]2)o1
    -5% | 25% | 7% | -24% | -4% | -6% | -4%[10 µM]

This is a random part of the collection, and some 1.5% of all compounds hit somewhere here.
